From PubChem BioAssay
KDM5B inhibitor: inhibitors of human KDM5B histone demethylase | KDM5B demethylase, FDH-coupled NADH fluorescence (FDH is formaldehyde dehydrogenase) | hit rate 2.6% among 220,000 | Potency, µM (doses to about 57.7 µM), for inactives: at the highest dose activity change, negative = inhibition, most hits filed as inhibitors; active means well fitted inhibition curve with a large enough effect; inconclusive means small, poorly fitted or top-dose-only effect; inactive means no such curve, though single readings can be large or run the other way; further: 0% is about no effect; nearly all actives have a fitted effect of over 70% in size
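qHTS format, multiple compound concentrations. Buffer 50 mM HEPES pH 7.5/0.01% Tween-20; 200 nM KDM5BΔAP final; 10 min compound preincubation; substrate-mix levels 12.5 µM peptide, 25 µM α-KG, 0.25 mM NAD⁺; 30 min RT; ΔRFU.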
* hit, by the source's call; ? = inconclusive; [ ] = another dose, or the depositor's remark. Potency means the concentration at half of the fitted maximal effect. An excerpt; rates above refer to the full screens.

SMILES	KDM5B inhibitor
CCc1ccc2nc(N(Cc3cccnc3)C(=O)c3cccs3)sc2c1	373.3%[activator]
Cc1ccc(CNC(=O)CCCn2c(=O)c3ccccc3n(CC(=O)C(C)(C)C)c2=O)cc1	?
CCOc1ccc(-c2nnc(CCC(=O)NCCc3ccccc3)c(=O)[nH]2)cc1	-22.7%
CN(C)/C=C(\C#N)S(=O)(=O)c1ccc(Cl)cc1	41.5%
NC1CCC(n2cc(C(=O)NCc3noc(-c4ccccc4)n3)nn2)CC1 (stereo not drawn)	-14.3%
O=C(COc1ccccc1)NC1CCN(c2cc(C(F)(F)F)ncn2)CC1	16.4%
Cc1noc([C@@H]2CN(Cc3ccccc3OC(F)(F)F)C[C@H]2CO)n1	2.2%
CN(C)c1ccc(C#N)cc1	23.0%
CC(C(=O)Nc1ccc(Cl)cc1)N1C(=O)NC2(CCCC2)C1=O (stereo not drawn)	-4.8%
Cc1nc2c(OCC(=O)OC(C)(C)C)cccn2c(=O)c1-c1cc(C)n(-c2cccc(F)c2)n1	?
C[S+](=O)([O-])Nc1ccc(C(O)[C@H]2COCC(=O)N2Cc2ccc(F)cc2)cc1 (stereo partly drawn)	-11.6%[86.2 µM]
C=CCSC1=N/C(=C\c2ccc(SC)cc2)C(=O)S1	?
N#Cc1ccc(-c2nc(C3CC(=O)N(c4ccc(Cl)cc4)C3)no2)cc1 (stereo not drawn)	?
O=C(CSC1CCCCC1)c1ccc(O)cc1O	-11.0%
Cc1ccc2c(CSc3nc(N)cc(N)n3)cc(=O)oc2c1C	-3.9%
CC1CN(C(=O)CCc2ncc(-c3ccc(Cl)cc3)o2)CCO1 (stereo not drawn)	0.0%
CS(=O)(=O)N1CCC(OC2CCN(C(=O)Cc3c[nH]c4ccccc34)CC2)CC1	4.6%
Cc1cccc2cc(CN(CC3CCCO3)S(=O)(=O)c3ccccc3)c(=O)[nH]c12 (stereo not drawn)	88.7%[activator]
CN(C)S(=O)(=O)c1ccc2nc(NC(=O)c3ccc(C#N)cc3)sc2c1	-9.3%
O=C(NCC1CCCO1)C1CCCN(S(=O)(=O)c2ccc(F)cc2)C1 (stereo not drawn)	53.8%[activator]
Cc1nn(C)c(C)c1CN1C[C@@H](COCC2CC2)[C@H](c2ccccn2)C1	-27.0%
OC[C@@H]1CN(Cc2cccc3[nH]ccc23)C[C@H]1c1ccncc1	25.1µM*
O=C(NCc1ccc(C(F)(F)F)cc1)C1CN(c2ccc(Cl)cc2)C(=O)N1 (stereo not drawn)	18.6%
Cc1ccc(NC(=O)Cn2c(=O)n(Cc3ccccc3)c(=O)c3c(C)c(C)sc32)c(C)c1	-7.0%

An excerpt of these results, as labelled records:
Cc1cccc2cc(CN(CC3CCCO3)S(=O)(=O)c3ccccc3)c(=O)[nH]c12 (stereo not drawn)
  KDM5B inhibitor: 88.7%[activator]
OC[C@@H]1CN(Cc2cccc3[nH]ccc23)C[C@H]1c1ccncc1
  KDM5B inhibitor: 25.1µM*

Remaining list, next part.
SMILES	KDM5B inhibitor
COc1cccc(NC(=O)CSc2nc3ccc(NC(=O)c4ccco4)cc3s2)c1	134.5%[activator]
Cc1cc(C)n2nc(NCc3ccccc3Cl)nc2n1	?
CCOC(=O)c1cccc(NS(=O)(=O)c2cn(C)c(C)n2)c1	-8.9%
Cn1ccc(C(=O)N2CC3ON=C(C(=O)NCCc4ccc(Cl)cc4)C3C2)n1 (stereo not drawn)	19.6%[115 µM]
COC[C@@H]1CN(S(=O)(=O)c2ccc(C)cc2)C[C@H]1c1ccncc1	8.6%
CCn1cnc2c1c(=O)n(CC(=O)N1CCc3ccccc31)c(=O)n2Cc1ccccc1	9.6%
CCC(CC)C(=O)NC[C@H]1O[C@@H](CC(=O)N2CCN(c3ccc(F)cc3)CC2)[C@H](O)[C@@H]1O	?
COc1ccc(NC(=O)Cn2c(-c3ccc(F)cc3)nc(C)c(CCO)c2=O)cc1OC	-12.8%
COc1cc(OC)cc(C(=O)NCCc2csc(-c3ccccn3)n2)c1	-28.4%
CC(C)c1ccc(C(=O)N2CCC3(CC2)OC(=O)N(Cc2ccc(O)cc2)C3(C)c2ccccc2)cc1 (stereo not drawn)	-16.8%
CNc1c(NS(=O)(=O)c2ccc(C)cc2)c(=O)oc2ccccc12	?
O=C(Nc1cccc(NC(=O)c2ccc(Br)o2)c1)c1ccccc1	-21.5%
Cc1cccc(C(=O)N2CCC3(CC2)N=C(c2cccc(Br)c2)NO3)c1	?
N#Cc1ccccc1OCc1ccc(C(=O)O)o1	-6.8%
O=C(O)CCSc1nnc(-c2ccc(Cl)cc2Cl)o1	?
COC(=O)c1ccc(C2CC(=O)Nc3c2c(C)nn3-c2nc(C)cc(C)n2)cc1 (stereo not drawn)	-18.9%
Nc1ccc(Oc2ccc(F)cc2)nc1	?
N#Cc1cccc(S(=O)(=O)NCC(=O)NCCCc2ccccc2)c1	21.8%
CNC(=O)Nc1ccc(C2(C(=O)NCc3ccc(F)cc3Cl)CCC2)cc1	1.1%
O=C(CN1CCN(S(=O)(=O)N2CCCCC2)CC1)Nc1cc(Cl)cc(Cl)c1	-7.2%
N=C1/C(=C\c2ccc(-c3cccc(C(=O)O)c3)o2)C(=O)N=C2SC=C(c3ccccc3)N12	?
CC(=O)c1ccccc1NCC(=O)NCC(F)(F)F	1.8%
Cc1ccc(-n2nc(CO)c(C(=O)NCc3cccs3)n2)cc1	?
CCN(CC)CCCNC(=O)c1ccc(Cn2c(=O)[nH]c3cc(OC)c(OC)cc3c2=O)cc1	?
CN1CCC(Oc2ncccc2NC(=O)c2ccncc2)C1 (stereo not drawn)	?

An excerpt from above in order of formula weight, low to high:
SMILES	KDM5B inhibitor
CN(C)c1ccc(C#N)cc1	23.0%
CC(=O)c1ccccc1NCC(=O)NCC(F)(F)F	1.8%
CN1CCC(Oc2ncccc2NC(=O)c2ccncc2)C1 (stereo not drawn)	?
OC[C@@H]1CN(Cc2cccc3[nH]ccc23)C[C@H]1c1ccncc1	25.1µM*
CCOC(=O)c1cccc(NS(=O)(=O)c2cn(C)c(C)n2)c1	-8.9%
Cc1ccc(-n2nc(CO)c(C(=O)NCc3cccs3)n2)cc1	?
COC[C@@H]1CN(S(=O)(=O)c2ccc(C)cc2)C[C@H]1c1ccncc1	8.6%
N#Cc1ccc(-c2nc(C3CC(=O)N(c4ccc(Cl)cc4)C3)no2)cc1 (stereo not drawn)	?
NC1CCC(n2cc(C(=O)NCc3noc(-c4ccccc4)n3)nn2)CC1 (stereo not drawn)	-14.3%
O=C(COc1ccccc1)NC1CCN(c2cc(C(F)(F)F)ncn2)CC1	16.4%
CN(C)S(=O)(=O)c1ccc2nc(NC(=O)c3ccc(C#N)cc3)sc2c1	-9.3%
CNC(=O)Nc1ccc(C2(C(=O)NCc3ccc(F)cc3Cl)CCC2)cc1	1.1%
CCOc1ccc(-c2nnc(CCC(=O)NCCc3ccccc3)c(=O)[nH]2)cc1	-22.7%
O=C(NCc1ccc(C(F)(F)F)cc1)C1CN(c2ccc(Cl)cc2)C(=O)N1 (stereo not drawn)	18.6%
C[S+](=O)([O-])Nc1ccc(C(O)[C@H]2COCC(=O)N2Cc2ccc(F)cc2)cc1 (stereo partly drawn)	-11.6%[86.2 µM]
Cc1cccc2cc(CN(CC3CCCO3)S(=O)(=O)c3ccccc3)c(=O)[nH]c12 (stereo not drawn)	88.7%[activator]
CS(=O)(=O)N1CCC(OC2CCN(C(=O)Cc3c[nH]c4ccccc34)CC2)CC1	4.6%
CCn1cnc2c1c(=O)n(CC(=O)N1CCc3ccccc31)c(=O)n2Cc1ccccc1	9.6%
COc1cccc(NC(=O)CSc2nc3ccc(NC(=O)c4ccco4)cc3s2)c1	134.5%[activator]
COc1ccc(NC(=O)Cn2c(-c3ccc(F)cc3)nc(C)c(CCO)c2=O)cc1OC	-12.8%
Cc1ccc(NC(=O)Cn2c(=O)n(Cc3ccccc3)c(=O)c3c(C)c(C)sc32)c(C)c1	-7.0%
CC(C)c1ccc(C(=O)N2CCC3(CC2)OC(=O)N(Cc2ccc(O)cc2)C3(C)c2ccccc2)cc1 (stereo not drawn)	-16.8%
